Tb PFK block = T. brucei PFK enzyme inhibition; O15648; T. brucei PFK, ADP-Glo luminescence; Potency, µM (doses to about 57.5 µM), for the others: at the highest dose activity, negative = inhibition, most hits filed as inhibitors; 330,000 tested, 0.17% active; AID 485367;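 note: potency is the fitted concentration of half-maximal effect; 0% = uninhibited 1x PFK enzyme wells and -100% = no-enzyme wells; nearly all actives have a fitted effect of over 60% in size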
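ADP-Glo luminescence quantified ADP after 45 min at room temperature, with 1.25 nM T. brucei PFK, 0.1 mM ATP and 0.5 mM fructose-6-phosphate in pH 8.0 TEA buffer. qHTS titrations up to 57 µM; curves classified by quality.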
Coupling enz = counter-screen for Giardia aldolase inhibitors: coupling enzyme system; activity change, negative = inhibition, % at 58.2 µM, hits read low; coupling enzyme system counterscreen, AmpLite Red fluorescence; 290,000 tested, 0.67% active; in the data active = activity change below about -30%; note: % is set by controls: 0 for no effect and ±100 for the full control effect
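Final compound at 57.5 uM, incubated 10 min at RT with coupling enzyme reagent (glyceraldehyde-3-phosphate), then 20 min with substrate and AmpLite Red detection. Fluorescence read at 525/598 nm; tests interference with the coupling assay, not aldolase inhibition.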
BCR signal inh = chronic active BCR signaling inhibition. Potency, µM (highest dose often 46.1 µM), for the others: at the highest dose ratio change, negative = lower green/red ratio, hits mostly inhibitors. 340,000 tested, 0.05% active. ABC-DLBCL IkBa-CBG/CBR reporter, luminescence ratio, 4 h. AID 493014; active = well fitted inhibition curve with a large enough effect in the signal ratio, with a control signal flat, not every such curve was filed as active; inconclusive = small, poorly fitted or top-dose-only effect, or effect the other way, or a change in a side signal; the % refers to the signal ratio;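 note: potency is the fitted concentration of half-maximal effect; plate controls were basal doxycycline-induced cells for no effect and cells given 10 µM MG132 for full effect; MG132 reads +100%, hits lower the ratio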
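Compounds up to 46 uM were incubated four hours with TMD8 cells whose green CBG68 luciferase is fused to IkappaBalpha; red CBR luminescence normalised the signal, and concentration-effect curves were fitted to fusion, red and ratio data.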
GALK inh = inhibitors of human galactokinase. Purified GALK, Kinase-Glo residual ATP luminescence. Potency, µM (doses to about 57.5 µM), for the others: top-dose activity change, negative = inhibition, actives largely listed as inhibitors. 270,000 tested, 0.007% active. AID 1868; note: potency is the fitted concentration of half-maximal effect; % is set by controls: 0 for no effect and ±100 for the full control effect
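Human GALK (5 nM) with 35 uM ATP and 100 uM galactose in 20 mM HEPES pH 8.0, 5 mM MgCl2, 60 mM NaCl, 1 mM DTT, 0.01% BSA. After 1 h at room temperature, leftover ATP was read by Kinase-Glo Plus luminescence.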
hERG WT inh = KCNH2 (human, wildtype) channel inhibition; U2OS, BacMam KCNH2, thallium flux FluxOr; stronger effect = lower value; activity change, % at 1.84 µM; 340,000 tested, 0.37% active;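 active = maximum activity change below -70%; inconclusive = maximum activity change between -70% and -50%; inactive = maximum activity change above -50%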; note: % is set by controls: 0 for no effect and ±100 for the full control effect
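U2OS cells were transduced with wild-type KCNH2 virus (2.03 x 10^8 / mL) for 4 h at room temperature, then cultured overnight at 37 C. Thallium flux was read with FluxOr dye. Rate constants were normalized to DMSO controls.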
Giardia kill = Giardia lamblia killing | AID 540267 | 340,000 tested, 0.15% active | activity change, % at 7.66 µM, hits read low | Giardia lamblia trophozoite viability; in the data active = activity change below about -80%; inconclusive = between about -30% and that limit;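 note: parasites exposed to compound for two days anaerobically before the ATP read; % is set by controls: 0 for no effect and ±100 for the full control effect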
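Viability, read as ATP luminescence: trophozoites at 100 cells/well, compound added, 48 hrs anaerobic at 37 deg C, then 15-30 min room-temperature development before reading.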
TCR act = activators of T cell receptors; Potency, µM (doses to about 9.22 µM), for the others: at the highest dose activation of IL-2 secretion, actives largely listed as activators; 330,000 tested, under 10 active; primary human leukocytes, anti-CD3, IL-2 HTRF, 48 h; AID 504894; note: % of control where 0% means no effect
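Using a-CD3 beads without co-stimulation, primary human leukocytes were exposed to compounds for 48 hr. An HTRF IL-2 kit measured the cytokine, with europium-to-d2 energy transfer producing emission at 665nm upon 320nm excitation.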
CXXC DNA block = inhibitors of human MLL CXXC domain-DNA interaction. Q03164. MLL-CXXC / FITC-HOXA9 DNA fluorescence polarization. Potency, µM (highest dose often 115 µM), inactives show at the top dose activity change, negative = inhibition, usual class: inhibitors. 290,000 tested, 0.037% active; active = well fitted inhibition curve with a large enough effect in the polarisation, with a control signal flat, not every such curve was filed as active; inconclusive = small, poorly fitted or top-dose-only effect, or effect the other way, or a change in a side signal; inactive = no such curve, though single readings can be large or run the other way; the % refers to the polarisation; note: potency is the fitted concentration of half-maximal effect
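Fluorescence polarization: 7 uM MLL-CXXC (stock) preincubated 5 min with compounds, then 50 nM fluorescein-HOX-A9 DNA (stock) added; 30 min ambient. Buffer 50 mM Tris-HCl pH 7.5, 50 mM NaCl, 1 mM DTT, 0.05% BSA.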
TSHR antag = human thyrotropin receptor antagonism | activity change, negative = inhibition, % at 11.5 µM | TSHR-expressing cells, TSH-stimulated cAMP HTRF, 2 h; stronger effect = lower value | 330,000 tested, 0.2% active | P16473;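 active = activity change below a set negative limit, meaning inhibition stronger than a set level, cut at about -70% in these data; inconclusive = activity change between two set negative limits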; note: % is set by controls: 0 for no effect and ±100 for the full control effect
Target sequence (P16473 whole entry, looked up): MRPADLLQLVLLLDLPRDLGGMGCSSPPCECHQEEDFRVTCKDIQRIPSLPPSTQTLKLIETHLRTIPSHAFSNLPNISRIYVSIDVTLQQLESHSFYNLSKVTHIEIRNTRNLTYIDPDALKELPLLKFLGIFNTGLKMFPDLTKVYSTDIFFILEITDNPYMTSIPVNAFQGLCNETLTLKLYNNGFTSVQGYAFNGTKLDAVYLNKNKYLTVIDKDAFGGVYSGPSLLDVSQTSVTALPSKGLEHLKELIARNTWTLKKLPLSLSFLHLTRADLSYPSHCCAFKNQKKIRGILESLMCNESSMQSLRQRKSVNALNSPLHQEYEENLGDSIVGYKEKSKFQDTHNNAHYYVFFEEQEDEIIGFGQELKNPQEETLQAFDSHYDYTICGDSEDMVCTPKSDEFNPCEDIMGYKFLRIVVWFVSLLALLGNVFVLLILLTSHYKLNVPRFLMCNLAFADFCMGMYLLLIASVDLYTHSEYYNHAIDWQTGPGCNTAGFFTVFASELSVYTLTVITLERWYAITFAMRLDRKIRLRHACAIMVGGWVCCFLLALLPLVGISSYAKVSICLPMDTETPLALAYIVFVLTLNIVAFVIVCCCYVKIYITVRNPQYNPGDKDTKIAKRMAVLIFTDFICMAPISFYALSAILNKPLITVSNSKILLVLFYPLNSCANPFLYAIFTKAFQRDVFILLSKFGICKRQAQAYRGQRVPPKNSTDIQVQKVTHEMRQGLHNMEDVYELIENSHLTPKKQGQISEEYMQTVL
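Cell-based HTRF cAMP assay; TSHR cells + compound, TSH EC80 (4nM final), 2 h, 37 deg C. Lysis with anti-cAMP cryptate and cAMP-d2, 30 min RT, read 665/620 nm.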
A-T KAP1 phos = potential ataxia-telangiectasia treatment | […] A-T fibroblasts, KAP-1 phosphorylation AlphaLISA; neocarzinostatin DNA damage 30 min before lysis | Potency, µM (doses to about 57.5 µM), for inactives: at the highest dose activation, actives largely listed as activators | 320,000 tested, 0.19% active; note: potency is the fitted concentration of half-maximal effect; % of control where 0% means no effect; nearly all actives have a fitted effect of over 45% in size
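ATM-like activity read as KAP-1 phosphorylation via AlphaLISA donor/acceptor antibody pairs after lysis and 6 hr at 25C. Cells were ATM-null patient fibroblasts ([…], hTERT), dosed 60 min, then exposed to the DSB inducer NCS for 30 min.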
Numbers without * were called inactive; ? = inconclusive; · = no result given; [ ] = dose if it differs, or a comment. Unless noted, calls come from the whole dose curve; as a rule, active = well fitted curve in the direction sought with a large enough effect; inconclusive = small, poorly fitted or top-dose-only effect, or another doubt; inactive = no such curve, though single readings can be large; an effect the other way counts as inactive or inconclusive. Outcome played no part in choosing rows; any-hit rate near 1.6%.

SMILES	Tb PFK block	Coupling enz	BCR signal inh	GALK inh	hERG WT inh	Giardia kill	TCR act	CXXC DNA block	TSHR antag	A-T KAP1 phos
CCCCCCOc1ccc(N2C(=O)CC(NCCc3ccc(S(N)(=O)=O)cc3)C2=O)cc1 (stereo not drawn)	2%	-2	-4%	-1%	26	-10	2%	24%	-2	2%
Cc1cccc2cc(=O)[nH]c(C)c12	-1%	-1	?	2%	12	1	4%	3%	4	6%
CC1=C(C(=O)Nc2cccc(C(=O)N3CCN(c4cccc(C(F)(F)F)c4)CC3)c2)SCCO1	-11%	·	4%	-9%	3	-20	0%	39%[activator]	-14	-9%
Cc1nn(-c2ccccc2)c(N2CCCC2)c1/C=N/NC(=O)c1ccccc1O	3%	3	?	0%	-18	15	1%[46.1 µM]	1%	-11	-7%
CC1=C(C(=O)OCC2CCCCC2)C(c2cccc(O)c2)NC(=O)N1 (stereo not drawn)	5%	3	-11%	0%	·	·	·	-15%	2	-1%
CCN(CC)S(=O)(=O)c1ccccc1/C=N\O	1%	-10	?	-2%	19	-5	0%	-7%	0	-4%
Cc1cc(OCCCN2CCN(Cc3ccccc3)CC2)ccc1[N+](=O)[O-]	-4%	0	0%	8%	9	14	-10%	0%	0	1%
CCSc1ccc([C@@H]2[C@H]3C(=O)N(C)C(=O)[C@H]3[C@]3(C(=O)OC)CCCCN23)cc1OC	-22%	·	-17%	·	-4	4	0%	·	-11	3%
COc1ccc(CC(=O)Oc2ccc(C)cc2Br)cc1OC	7%	·	-2%	-3%	-13	-8	3%	-2%	-25	4%
Cc1ccc(C2CC(c3ccc(F)cc3)Nc3nc(N)nn32)cc1 (stereo not drawn)	0%	5	0%	-2%	-1	-24	-5%[46.1 µM]	-1%	15	-1%
COC(=O)c1c(NC(=O)Cc2cccs2)sc2c1CCCC2	?	-1	12%	-2%	18	2	3%	5%	-11	19%
CN(C)C(CNc1ncnc2ccccc12)c1c(F)cccc1Cl (stereo not drawn)	0%	0	2%	1%	-3	-29	2%	2%	-14	1%
CC(C)NC(=O)Nc1cccc2c1O[C@@H](CN(C)S(=O)(=O)c1ccc(F)cc1)[C@@H](C)CN([C@H](C)CO)C2=O	-8%	·	-1%	·	5	3	-1%	·	-6	1%
O=C(Nc1ccc(Cl)cc1)N1CCSCC1	-4%	6	?	3%	8	2	2%	-12%	18	8%
COc1ccc2nc(N3C(=O)/C(=C/c4ccccc4)NC3=S)sc2c1	-2%	1	4%	-10%	-8	-2	0%[46.1 µM]	?	-27	4%
COc1ccc(-c2cc3ccccc3cn2)cc1	-1%	·	?	·	-13	-19	0%	·	-15	15%
CCOC(=O)C1=CC[C@H]2c3c(c4ccc(OC)cc4n3C)C(=O)C1N2S(=O)(=O)c1ccc(C)cc1	0%	·	?	·	-8	-6	-3%	·	-4	-4%
Cc1ccnc(NS(=O)(=O)c2ccc(NC(=O)c3ccc(S(=O)(=O)N4CCCC4)cc3)cc2)n1	3%	-4	0%	-3%	2	6	1%	10%	-5	-2%
COc1ccc(NC(=O)Nc2cccc(C)n2)cc1	-4%	-1	14%	0%	-3	-11	-1%	18%	7	-4%
CCCCN1C(=O)c2ccc(C(=O)N(C)CC(=O)Nc3ccc(OCC)c(OCC)c3)cc2C1=O	2%	·	4%	·	9	-6	-5%[46.1 µM]	·	-8	-9%
O=C1NC(=Nc2ccc(O)cc2)S/C1=C/c1ccco1	-4%	1	?	4%	21	4	9%	0%	-15	-1%
CCCc1nc(-c2cc3ccc(C)cc3[nH]c2=O)no1	8%	0	19%	0%	-4	-3	0%[46.1 µM]	11%	24	1%
C[C@H](N)C(=O)OCc1ccc([N+](=O)[O-])cc1	-8%	0	?	-2%	-12	2	3%	3%	10	0%
COc1ccc(C2CC(c3ccccc3Cl)=NN2c2ccc(S(N)(=O)=O)cc2)cc1 (stereo not drawn)	3%	·	-7%	·	38	-3	1%[46.1 µM]	·	-21	11%
Oc1ccccc1-c1csc(-c2ccccc2)n1	-2%	-2	5%	-2%	-4	3	2%	3%	4	33%
Cc1ccc(NC(=O)CN(C)S(=O)(=O)c2ccc3c(c2)c(=O)n(C)c(=O)n3C)cc1	1%	·	0%	6%	-5	6	0%	6%	-9	-8%
CC(=O)Nc1c(O)nc(C)[nH]c1=O	1%	3	-4%	·	-8	28	-4%	2%	-4	0%
COc1ccc(Oc2c(Cl)cnn(-c3ccccc3)c2=O)cc1	0%	4	-4%	-2%	10	-1	8%	2%	-7	-7%
Cc1ccc(NC(=O)C2C3CCCCC32)cc1[N+](=O)[O-] (stereo not drawn)	2%	1	?	0%	1	-1	12%	2%	-9	0%
CSc1ccc(CNC(=O)C2CCC(=O)N(CCc3cccc(F)c3)C2)cc1 (stereo not drawn)	5%	1	0%	-5%	10	-27	-1%	15%	23	-13%
Oc1ccc(NCc2ccccc2OCc2ccccc2)cc1	-8%	-48*	?	0%	-1	5	-3%[46.1 µM]	7%	9	0%
COC(=O)[C@H](Cc1c[nH]c2ccccc12)NC(=O)NCc1ccc(OC)c(OC)c1	-19%	2	-3%	·	-6	15	-1%	?	9	6%
COc1ccccc1-n1c(C)cc(SC)c(C(C)=O)c1=S	2%	-4	1%	-2%	-7	-10	2%	6%	-5	-4%
CC1CC(C)CN(C(=O)c2cc3c(=O)n4ccccc4nc3s2)C1 (stereo not drawn)	5%	-1	0%	6%	4	-5	-17%	-1%	-6	3%
CC[C@H](C)Cc1cn([C@@H](CCCCNC(=O)OC(C)(C)C)C(=O)NCCCCCCCCCCC(=O)N2CCN(C(=O)OC(C)(C)C)CC2)nn1	-18%	·	-1%	·	-5	18	-4%	·	-34	29%
C=CCC(=O)NC1CCCc2c1cnn2-c1cc(F)cc(F)c1 (stereo not drawn)	2%	4	0%	-3%	24	4	0%	12%	22	21%
CCOc1ccc(CN2CCNC(=O)C2CC(=O)NCCCn2ccnc2)cc1 (stereo not drawn)	-1%	0	3%	-1%	2	-7	-5%	1%	-3	-5%
Cc1ccc(C(C(=O)NC2CCCCC2)N(CCC(C)C)C(=O)CNC(=O)c2ccco2)o1 (stereo not drawn)	-3%	3	4%	3%	-11	2	-9%	-2%	-5	18%
CCOC(=O)c1ccc(NC(=O)c2ccc3c(c2)C(=O)N(CC2CCCO2)C3=O)cc1 (stereo not drawn)	-1%	·	-3%	3%	-1	5	-3%	6%	-24	8%
N#C/C(=C\c1cccs1)C(=O)NCc1ccccc1	-10%	-2	?	0%	-4	3	-5%[46.1 µM]	2%	-5	1%
O=C(c1ccc2c(c1)OCO2)[C@@H]1[C@@H]2C(=O)N(C3CCCCC3)C(=O)[C@@H]2C2c3ccccc3C=CN21 (stereo partly drawn)	12%	-36*	?	2%	-3	-21	1%	8%	24	14%
CCN(CC)Cc1c(C(=O)OC)nnn1-c1nonc1N	-3%	1	0%	0%	0	-4	1%	-2%	6	1%
Cc1nc2c([nH]c3ccccc32)c(=O)n1N	-2%	0	-1%	0%	4	17	-3%	2%	4	1%
CC(=O)N1c2ccc(S(=O)(=O)NCCC(=O)NCc3ccc(N(C)C)cc3)cc2CC1C (stereo not drawn)	0%	-3	-3%	10%	1	7	-1%	28%	-4	1%
CCCCCN(C(=O)CCC(=O)OCC(=O)N1C(C)CCCC1C)c1c(N)n(CCCC)c(=O)[nH]c1=O (stereo not drawn)	5%	·	3%	3%	-8	-9	-7%	-13%	3	-1%
COc1ccc(/C=C2\SC(=S)N(C(C(=O)O)c3ccccc3)C2=O)c(OC)c1 (stereo not drawn)	6%	9	-4%	-4%	5	20	2%	32%[activator]	-17	-6%
C=CCN(c1ccccc1)S(=O)(=O)c1cccc(C(=O)N(CC)CC(=O)Nc2c(F)cccc2F)c1	1%	·	10%	-5%	4	-12	5%	1%	-10	2%
C=CCOc1ccc(/C(CC)=N/O)cc1OC	0%	0	?	3%	1	-15	0%	10%	-4	·
C/C(=N/NC(=O)C1CC1(c1ccccc1)c1ccccc1)c1ccco1 (stereo not drawn)	-2%	0	?	·	-5	-8	16%	25%	3	5%
Cn1c(SCC(N)=O)nnc1-c1ccc(S(=O)(=O)N2CCCC2)cc1	1%	-2	1%	0%	22	7	-1%	13%	-2	-5%
Cc1ccc(NCCC(=O)c2ccc(Cl)cc2)cc1C	-3%	·	?	0%	-22	1	6%	-1%	0	6%
CCCCN(C(=O)CCC(=O)Nc1cc(C)on1)C(C(=O)NC1CCCC1)c1ccc(F)cc1 (stereo not drawn)	-1%	0	-6%	-2%	-3	12	0%	2%	1	6%

Compound activity (PubChem)
